14-3-3g Raf = modulators of 14-3-3 gamma protein binding, primary screen, biochemical, fluorescence polarization; AID 422, 2006; 0.19% of 160,000 active; inhibition, % at 40 µM; FP, 14-3-3gamma / TMR-pS259-Raf peptide binding; in the data active means inhibition above about 30%;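 further: 0% = protein plus tracer without compound and 100% = blank with tracer alone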
Target sequence (P61981 whole entry, looked up): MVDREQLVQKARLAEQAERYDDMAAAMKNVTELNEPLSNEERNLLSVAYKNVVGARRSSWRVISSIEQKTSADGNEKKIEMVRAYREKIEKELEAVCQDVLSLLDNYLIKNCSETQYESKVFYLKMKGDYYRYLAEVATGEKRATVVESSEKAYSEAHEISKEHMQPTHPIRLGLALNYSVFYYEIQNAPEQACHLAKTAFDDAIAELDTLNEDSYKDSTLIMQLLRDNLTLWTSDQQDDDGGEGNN
Numbers without * were called inactive; & = joins results of further samples. Not all compounds are listed; rates above refer to the full screens.

SMILES	14-3-3g Raf
CCCCC(=O)Nc1ccc2c3c(cccc13)C(=O)N2CC	-2
NC(=O)C1CCN(CCC(=O)Nc2cccc(Cl)c2)CC1	5&1
O=C(Nc1ncn[nH]1)C1c2ccccc2Oc2ccccc21	3
CSc1cccc(NS(=O)(=O)c2cc(Br)cc3c2N(C(C)=O)C(C)C3)c1 (stereo not given)	-11
CC(C)(C)NC(=O)CCn1nc(-c2ccc(Cl)cc2)c2ccccc2c1=O	-4
Cc1nc2c(ccc3nc(NC(=O)COc4ccc(Cl)cc4)sc32)s1	-1
O=C(O)c1cc(Br)cc2c1NC(c1ccc(F)cc1)C1CC=CC21 (stereo not given)	-142
O=C1C2C3C=CC(C3=C(c3ccccc3)c3ccccc3)C2C(=O)N1c1cccc(Cl)c1 (stereo not given)	-7
O=C(C1CCN(S(=O)(=O)N2CCOCC2)CC1)N1CCN(c2ccccn2)CC1	2
Cn1c(C=Cc2cccc(Oc3ccccc3)c2)c([N+](=O)[O-])c(=O)n(C)c1=O	-1
O=C(Nc1ccc(S(=O)(=O)N2CCN(Cc3ccccc3)CC2)cc1)c1cnccn1	-5
O=C(NCCCN1CCCC1)c1ccc(CS(=O)(=O)c2ccc(Br)cc2)o1	-1
Cc1cc(C(=O)Nc2c[nH]c(=O)[nH]c2=O)ccc1[N+](=O)[O-]	0
CC1CCCCC1NS(=O)(=O)c1cccs1 (stereo not given)	-218
CCc1nc2ccc(C(=O)NCc3ccc(Cl)cc3)cc2nc1CC	-9
O=C(O)CCN1CCOCC1	-4&-15
CCn1nc(NC(=O)c2ccco2)c2cc3ccccc3nc21	-33
CS(=O)(=O)c1ccc(Cl)c(S(=O)(=O)NCc2ccccc2)c1	-1
CCC(=O)N1CCc2cc(S(=O)(=O)CCC(=O)Nc3nc(C)cs3)ccc21	-7&14
COc1ccc(NC(=O)C2CCN(S(=O)(=O)c3ccc(F)cc3)CC2)cc1Cl	-4

In a second layout: results already given.
SMILES,14-3-3g Raf
CCCCC(=O)Nc1ccc2c3c(cccc13)C(=O)N2CC,-2
NC(=O)C1CCN(CCC(=O)Nc2cccc(Cl)c2)CC1,5&1
O=C(Nc1ncn[nH]1)C1c2ccccc2Oc2ccccc21,3
CSc1cccc(NS(=O)(=O)c2cc(Br)cc3c2N(C(C)=O)C(C)C3)c1 (stereo not given),-11
CC(C)(C)NC(=O)CCn1nc(-c2ccc(Cl)cc2)c2ccccc2c1=O,-4
Cc1nc2c(ccc3nc(NC(=O)COc4ccc(Cl)cc4)sc32)s1,-1
O=C(O)c1cc(Br)cc2c1NC(c1ccc(F)cc1)C1CC=CC21 (stereo not given),-142
O=C1C2C3C=CC(C3=C(c3ccccc3)c3ccccc3)C2C(=O)N1c1cccc(Cl)c1 (stereo not given),-7
O=C(C1CCN(S(=O)(=O)N2CCOCC2)CC1)N1CCN(c2ccccn2)CC1,2
Cn1c(C=Cc2cccc(Oc3ccccc3)c2)c([N+](=O)[O-])c(=O)n(C)c1=O,-1
O=C(Nc1ccc(S(=O)(=O)N2CCN(Cc3ccccc3)CC2)cc1)c1cnccn1,-5
O=C(NCCCN1CCCC1)c1ccc(CS(=O)(=O)c2ccc(Br)cc2)o1,-1
Cc1cc(C(=O)Nc2c[nH]c(=O)[nH]c2=O)ccc1[N+](=O)[O-],0
CC1CCCCC1NS(=O)(=O)c1cccs1 (stereo not given),-218
CCc1nc2ccc(C(=O)NCc3ccc(Cl)cc3)cc2nc1CC,-9
O=C(O)CCN1CCOCC1,-4&-15
CCn1nc(NC(=O)c2ccco2)c2cc3ccccc3nc21,-33
CS(=O)(=O)c1ccc(Cl)c(S(=O)(=O)NCc2ccccc2)c1,-1
CCC(=O)N1CCc2cc(S(=O)(=O)CCC(=O)Nc3nc(C)cs3)ccc21,-7&14
COc1ccc(NC(=O)C2CCN(S(=O)(=O)c3ccc(F)cc3)CC2)cc1Cl,-4

Next part.
SMILES	14-3-3g Raf
COc1cc(-c2nc(Cc3ccccc3Cl)no2)cc(OC)c1OC	-5
CC(C)(C#CCN1CCOCC1)OCCOCc1ccccc1	3
Fc1ccccc1OCCCN1CCOCC1	1
Cc1ccc(NC(=O)c2cnn3cccnc23)c(C)c1	-21
COCCSc1ccccc1C(=O)Nc1nnc(COC)s1	-8
COc1ccc(-n2c(CCC(=O)O)ccc2-c2ccc(F)cc2)c(OC)c1	-10
O=c1c2ccccc2c2ccccc2c(=O)n1-c1cc([N+](=O)[O-])ccc1F	-2
COCCCNC(=O)c1ccc2c(c1)ncn2C1CCCC1	-2
COC(=O)c1ccc(OC(=O)c2ccc(OC)c(OC)c2)c(OC)c1	3
Cc1c(OCC(F)(F)F)ccnc1CS(=O)c1nc2ccccc2[nH]1 (stereo not given)	-8&-2
CC1CCN(C(=O)c2ccc(Sc3ccccc3Cl)c([N+](=O)[O-])c2)CC1	8
Cc1c(NC(=O)Cn2nc(C(F)(F)F)cc2C2CC2)c(=O)n(-c2ccccc2)n1C	3
COC(=O)c1cccc(NC(=O)c2cc3ccccc3oc2=O)c1	-1
CC(=O)c1c(C)[nH]c(C(=O)Nc2cc(C)ccc2C)c1C	-8
c1ccc2oc(CCc3nc4ccccc4o3)nc2c1	-3
CCc1ccc(N2C(=O)c3ccccc3NC2c2ccc(N(C)C)cc2)cc1 (stereo not given)	-1
C=CCn1c(COc2ccccc2OC)nc2ccccc21	-10
CCn1c(COc2ccccc2)nnc1SCC(=O)NC1CCCCC1	10
CCc1ccc(C2C(C(=O)OCCOc3ccccc3)=C(C)NC3=C2C(=O)CC(C)(C)C3)cc1 (stereo not given)	8
O=C1c2cccc([N+](=O)[O-])c2C(=O)N1c1ccc(Oc2cccc3ccccc23)cc1	-20
COC(=O)Cn1cnc2c(C#N)c3n(c2c1=O)CCCCC3	-12&1
CCOC(=O)C1CCCN(C(=O)c2cc3c(=O)n(C)c4ccccc4c3n2C)C1 (stereo not given)	-2
Cc1ccc(-n2c(=O)c3c(C)c(C)sc3n(CC(=O)c3cccc([N+](=O)[O-])c3)c2=O)cc1C	-1
COc1cc(C2NC(=O)c3c(sc4c3CCN(C)C4)N2)ccc1O (stereo not given)	-82
CCOC(=O)CSC1=Nc2ccccc2C2=NC(CC(=O)NC3CCCCC3)C(=O)N12 (stereo not given)	-13
c1ccc(CSCCSc2ncn[nH]2)cc1	-1
CCOc1ccc(N2C(=O)CC(N3CCN(c4ccc(O)cc4)CC3)C2=O)cc1 (stereo not given)	-8
CCCOc1ccc(-c2csc(NC(=O)c3ccc(S(=O)(=O)N4CC(C)CC(C)C4)cc3)n2)cc1 (stereo not given)	-14
O=C(Cn1nnc2ccccc21)NCc1ccccc1	11
Fc1ccc(C2CC(c3cccs3)n3ncnc3N2)cc1 (stereo not given)	0
Cc1ccc2oc(-c3ccc(N=CC=Cc4cccc([N+](=O)[O-])c4)cc3)nc2c1	-11
COc1ccc(C=Cc2ccc([N+](=O)[O-])cc2)cc1	-11
COc1cc2c(cc1OC)C(C(=O)NCC1CCCO1)C(c1ccccc1F)N(C)C2=O (stereo not given)	0
CC1(C)CC(=O)c2c(nn(-c3ccccc3)c2-c2ccncc2)C1	0
COc1ccc(CN2CCN(S(=O)(=O)c3ccc4ccccc4c3)CC2)cc1Br	2
O=C1CSC(c2ccc(Cl)cc2)Nc2cccc3cccc1c23 (stereo not given)	-7
CC1=NN(C(=O)c2cccc([N+](=O)[O-])c2)C(O)(c2ccc(Br)cc2)C1 (stereo not given)	1
CCc1ccc(NC(=O)C2CCN(C(=O)c3ccccc3C)CC2)cc1	1
COc1ccccc1-c1cc(C(=O)Nc2ccccc2C(F)(F)F)no1	-5
CCOc1ccc(C(=O)N2CCN(Cc3ccccc3)CC2)cc1	-3
COc1cccc(C=Nc2c(C)n(C)n(-c3ccccc3)c2=O)c1OCC#N	-2
COc1cccc(C2SCC(=O)N2c2ccc(Br)cc2)c1OC (stereo not given)	-6
COCCCNC(=O)c1oc2ccccc2c1C	-7
Cc1csc(NC(=O)CSc2nc(C)cs2)n1	-7
O=C(Cc1coc(-c2ccc(F)cc2)n1)N1CCOCC1	-12
Cc1cnc(-c2nnc(N(C)C(=O)c3cnccn3)s2)cn1	-14
COCCOC(=O)C1=C(C)N=C2SCCC(=O)N2C1c1cccc(Cl)c1 (stereo not given)	6
Cc1ccc2ccc(S(=O)(=O)n3ccnc3C)cc2c1	-6
O=C1Nc2ccccc2C(O)(C(=O)NCc2ccco2)N1c1ccccc1 (stereo not given)	-8
CCCSc1nc(N2CCOCC2)c2c(c1C#N)CCCC2	-7

New compounds follow
SMILES	14-3-3g Raf
CCOc1ccc(Nc2nc(-c3ccc(I)cc3)cs2)cc1	-6
NC(=O)c1cc2ccc(O)cc2oc1=Nc1ccc(F)cc1	-17
CCCCOc1ccc(N(C(C)=O)C2=C(N3CCOCC3)C(=O)c3ccccc3C2=O)cc1	0
CCCn1c(=N)c(C(=O)NC(C)c2ccccc2)cc2c(=O)n3cccc(C)c3nc21 (stereo not given)	-6
Clc1ccc(CSc2nnnn2-c2ccccc2)cc1	-8
OC(COc1ccc(Cl)cc1)CN1C2=NCCCN2c2ccccc21 (stereo not given)	-3
O=C(NC1CCCC1)C1CC1c1ccccc1 (stereo not given)	2
CC(=O)N1c2ccccc2NC2=C(C(=O)CCC2)C1c1ccccc1Cl (stereo not given)	5
COc1ccc(C(O)C(CN2CCOCC2)c2ccccc2)cc1 (stereo not given)	-1
O=C(COc1ccc(S(=O)(=O)N2CCCCC2)cc1)NCc1ccncc1	-1
COc1ccc(OC)c(C2C(C#N)=C(N)Oc3c2c(C)nn3-c2cccc(Cl)c2)c1 (stereo not given)	-13
Cc1ccc(-c2nc3cc(C)ccc3o2)cc1	-8
O=C1c2ccccc2C(=O)N1CCCCCCN1CCN(c2cccc(Cl)c2)CC1	-3
O=C1OCCC1S(=O)(=O)c1ccc2ccccc2c1 (stereo not given)	4
Cc1ccc2nc(-c3ccccc3)cc(C(=O)OCC(=O)c3ccccc3)c2c1	5
O=C(NCC1CCCO1)c1cc(-c2ccccc2)on1 (stereo not given)	16
CCC(C)NC(=O)CSc1nc2ccccc2c(=O)n1CC1CCCO1 (stereo not given)	6
CCC(Cc1ccccc1)NC(=O)c1c[nH]c2ccc(S(=O)(=O)N3CCC(C)CC3)cc2c1=O (stereo not given)	-6
Cc1cc2c(c(=O)n1CCCn1ccnc1)C(c1ccco1)C(C#N)=C(N)O2 (stereo not given)	-7
CCCCCN(C(=O)NC(=O)NC(C)CC)S(C)(=O)=O (stereo not given)	8
CCOC(=O)c1[nH]cnc1C(=O)N1CCOCC1	-25
Cc1cccc(N(C)S(=O)(=O)c2cccc3nsnc23)c1	-3
COc1ccc(-c2n[nH]c3c2C(c2cccc([N+](=O)[O-])c2)N(c2ccc(Br)cc2)C3=O)cc1 (stereo not given)	-4
COCCN1CN(S(=O)(=O)c2ccccc2)c2nc3ccccc3nc21	-6
Cc1ccc(C(=O)Nc2ccc(S(N)(=O)=O)cc2)cc1C	2
Cc1ccc(C)c(N(C)S(=O)(=O)c2cccc3nonc23)c1	-27
CCOC(=O)c1c(NC(=O)c2cc(Cl)ccc2OC)sc2c1CCC2	-36
O=C(NCCn1ccc2ccccc21)c1ccccc1[N+](=O)[O-]	-1
CSc1ccc(C2C(C(=O)OC3CCCCC3)=C(C)Nc3nnnn32)cc1 (stereo not given)	5
Cc1nn2c3ccccc3nc2c2ccccc12	3
COc1cc2cc(C3CC(c4ccco4)=NN3S(C)(=O)=O)c(Cl)nc2cc1OC (stereo not given)	-23
O=C(Nc1ccc(Br)cc1)c1cccc([N+](=O)[O-])c1	-1
Cc1nc2ccccc2c(=O)n1-c1cccc2ccccc12	2
O=C1c2ccccc2C(=O)N1CCCc1nc(-c2cccnc2)no1	3
COc1ccc(S(=O)(=O)NCc2ccc(C(=O)NC3CCCCC3)cc2)cc1	-64
O=c1c2ccccc2[nH]c(=S)n1CCn1c(=S)[nH]c2ccccc2c1=O	-3
CC(C)c1ccc(NS(=O)(=O)c2ccc3[nH]cc(C(=O)NC4CC4)c(=O)c3c2)cc1	-10
COc1ccc(-n2c(=S)[nH]c3cc(C(=O)Nc4ccc(C)c(Cl)c4)ccc3c2=O)cc1OC	-5
Nc1nonc1C(=O)NCCNCc1ccccc1OCc1ccccc1F	-5
Cc1ccc(NC(=O)C(C)N2C(=O)c3ccccc3C2=O)c(Br)c1 (stereo not given)	-14
O=C1CN(C(=O)c2cccs2)c2ccccc2N1	-9
CCCCCOC(=O)c1[nH]c2c(c1C)C(=O)CC(c1ccco1)C2 (stereo not given)	-5
CCc1nnc(NS(=O)(=O)c2ccc(NC(=O)c3ccc(S(=O)(=O)N4CCCCC4)cc3)cc2)s1	-3
COc1ccc(Nc2cc(NCCCO)c([N+](=O)[O-])c3nonc23)cc1	-8
O=C(CSc1nnc(Cc2ccccc2)n1-c1cccc(Cl)c1)N1CCOCC1	1
CC1=CCC2C(=O)N(c3nc4ccccc4n3C)C(=O)C2C1 (stereo not given)	8
CCOC(=O)c1cccc(NC(=O)CCCN2C(=O)c3cccnc3C2=O)c1	-14
O=C(O)C1c2ccccc2-c2ccccc21	11
O=C(CNC(=O)c1ccco1)OCC(=O)c1ccccc1	3
Cc1sc2nc3c4ccccc4c(NCCCN(C)C)nn3c(=O)c2c1C	-19

More entries
SMILES	14-3-3g Raf
CCN(CC)S(=O)(=O)c1ccc(C(=O)Nc2sc3c(c2C(N)=O)CC(C)(C)NC3(C)C)cc1	-6
Cc1cccc(NC(=O)c2cc(S(=O)(=O)N3CCC(C)CC3)ccc2F)c1C	-2
Cc1nn(CC(O)Cn2c3c(c4ccccc42)CCN(C)C3=O)c(C)c1Br (stereo not given)	-9
Cn1c(=O)c2c(nc(N3CCCC3)n2Cc2ccc(F)cc2)n(C)c1=O	-2
CC1(C)N=C(N)N=C(N)N1c1ccccc1	-2
COc1ccc(C(=O)CC(Nc2cccc(Br)c2)c2cccc(Br)c2)cc1 (stereo not given)	6
Cc1cc([N+](=O)[O-])ccc1NC(=O)c1sc2ncn(CC(=O)N3CCOCC3)c(=O)c2c1C	-4
CCOC(=O)c1c(NC(=O)c2ccc([N+](=O)[O-])cc2)sc(C(=O)Nc2ccc(C)cc2C)c1C	4
O=C(Nc1ccc2c(c1)S(=O)(=O)c1cc(NC(=O)C3CCCCC3)ccc1-2)C1CCCCC1	-15
CCC(c1nnnn1C1CCCC1)N1CCN(c2ccccc2)CC1 (stereo not given)	-3
CCOC(=O)c1c(NC(=O)CSc2c[nH]c3ccccc23)sc2c1CCC2	-13

Screens (PubChem BioAssay)
